Screening results deposited in PubChem by National Center for Advancing Translational Sciences (NCATS).
ERG-DNA inh – inhibitors of human ERG Ets domain-DNA interaction; fluorescence polarization, His-ERG Ets domain / labelled DNA; Potency, µM (top dose mostly 76.9 µM), without a hit: top-dose FP activity, negative = inhibition, usual class: inhibitors; actives 0.028% (n = 370,000); active = well fitted inhibition curve with a large enough effect in the polarisation, with a control signal flat; inconclusive = small, poorly fitted or top-dose-only effect, or effect the other way, or a change in a side signal; inactive = no such curve, though single readings can be large or run the other way; the % refers to the polarisation;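 also: polarization taken with two DNA probes labelled with fluorescein and Texas red; potency is read from the fitted curve at half-maximal effect; % of control where 0% means no effect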
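His-tagged ERG Ets domain (1 uM in the protein solution; 300mM KCl, 50mM Tris-HCl, 1mM EDTA, 1mM DTT, pH 7.5) received compound, then a probe mix of 5 nM fluorescein-DNA and 100nM Texas-615-DNA. Fluorescence polarization was read for both dyes.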
LDHA inh – blocks human lactate dehydrogenase A. P00338. purified LDHA, NADH/diaphorase-resazurin fluorescence; active compounds read low. activity change, % (values are at about 110 or 230 µM). actives 0.15% (n = 480,000). AID 1347041; in the data active = activity change below about -30%; inconclusive = mostly about -25% to -30%;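 also: plate controls were DMSO wells for no effect and wells without enzyme for full effect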
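Resorufin fluorescence (ex540/em590), read at 0 and 20 min after diaphorase/resazurin addition, reports the NADH left after a 5 min room-temperature reaction of 2 nM human LDH5 with 0.06 mM NADH and 0.2 mM pyruvate.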
Pol beta inh – blocks human DNA polymerase beta activity | P06746 | actives 1.3% (n = 340,000) | Potency, µM (highest dose often 114 µM), for inactives: top-dose activity change, negative = inhibition, usual class: inhibitors | AID 485314 | Pol beta primer extension/strand displacement, fluorescence kinetic; also: potency is read from the fitted curve at half-maximal effect; % is scaled to controls: 0 for no effect and ±100 for the full control effect
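Kinetic readout of DNA synthesis with strand displacement by Pol beta. Compound and 10 nM enzyme sit 15 min at room temperature; 50 nM substrate starts the reaction, read immediately and at 10 min.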
ALOX12 inh – blocks human arachidonate 12S-lipoxygenase | P18054 | purified 12hLO, xylenol orange hydroperoxide absorbance | Potency, µM (series often up to 108 µM), without a hit: at the highest dose activity change, negative = inhibition, hits mostly inhibitors | actives 1.1% (n = 580,000); also: potency is read from the fitted curve at half-maximal effect; % is scaled to controls: 0 for no effect and ±100 for the full control effect
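Purified human 12hLO (150 nM final) in 25 mM Hepes, 0.01% Triton X-100, pH 7.0 was preincubated 15 min at room temperature with compound. Then 40 uM arachidonic acid was added, 30 min. Hydroperoxide was read by Fe-XO absorbance ratio 573/405 nm.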
Apoferritin bind – candidate novel general anesthetic via apoferritin binding | actives 0.074% (n = 350,000) | Potency, µM (series often up to 77.5 µM), for the others: top-dose activity change, negative = displacement, most hits filed as inhibitors | apoferritin/1-aminoanthracene competitive binding, fluorescence | P02791; also: potency is read from the fitted curve at half-maximal effect; % is scaled to controls: 0 for no effect and ±100 for the full control effect; nearly all actives have a fitted effect of over 20% in size
Target sequence (P02791 2-175 limits assumed): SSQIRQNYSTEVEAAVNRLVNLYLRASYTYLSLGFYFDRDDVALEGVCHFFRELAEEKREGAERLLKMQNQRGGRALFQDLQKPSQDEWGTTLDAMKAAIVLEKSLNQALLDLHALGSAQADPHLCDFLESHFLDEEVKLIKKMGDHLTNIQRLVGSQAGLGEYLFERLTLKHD
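Steps: apoferritin (10 uM) was premixed with half-saturated 1-AMA in PBS, compounds were pin-transferred, plates stood 10 min at room temperature, fluorescence was read at 380/535 nm, and curves were fitted with a Hill equation.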
RGS4 inh – inhibitors of human regulator of G protein signaling 4; Potency, µM (titrated, usually from 114 µM), for inactives: at the top dose activity change, negative = inhibition, most hits filed as inhibitors; actives 0.039% (n = 390,000); AID 504845; Transcreener GDP fluorescence polarization, RGS4-accelerated GTP hydrolysis; also: potency is read from the fitted curve at half-maximal effect; % is scaled to controls: 0 for no effect and ±100 for the full control effect; nearly all actives have a fitted effect of over 75% in size; some results filed as inactive show a strong effect at the top dose
Target sequence (P49798 whole entry, looked up): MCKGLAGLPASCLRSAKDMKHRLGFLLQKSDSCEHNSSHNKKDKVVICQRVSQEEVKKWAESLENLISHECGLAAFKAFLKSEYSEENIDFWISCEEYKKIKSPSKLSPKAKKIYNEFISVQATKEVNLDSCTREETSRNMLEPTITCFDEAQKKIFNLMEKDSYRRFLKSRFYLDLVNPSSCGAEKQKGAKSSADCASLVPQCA
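MLSMR compounds (23 nl, pin-transferred) preincubated 10 min at room temperature with a 500nM (2x) first reagent, then RGS4 at 900nM (2x) plus Transcreener GDP mix added; fluorescence polarization (620/688 nm) read before and after 90 min at 30 °C.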
APEX1 inh – blocks human APE1 abasic DNA cleavage. actives 0.35% (n = 350,000). P27695. recombinant APE1, TAMRA/BHQ-2 abasic DNA cleavage fluorescence. Potency, µM (top dose mostly 65.8 µM), for inactives: top-dose activity change, negative = inhibition, actives largely listed as inhibitors;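 also: potency is read from the fitted curve at half-maximal effect; plate controls were vehicle for no effect and reference inhibitor for full effect; nearly all actives have a fitted effect of over 55% in size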
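Compound pre-exposure to 0.75 nM APE1, 15 min at ambient temperature. Reaction initiated with 50 nM TAMRA/BHQ-2 THF substrate, read immediately in kinetic mode, 525 nm excitation, 598 nm emission.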
Pol eta inh – blocks human DNA polymerase eta activity. Q9Y253. recombinant Pol eta, fluorescent DNA replication assay. actives 1.2% (n = 390,000). Potency, µM (titrated, usually from 114 µM), without a hit: top-dose activity change, negative = inhibition, usual class: inhibitors; also: potency is read from the fitted curve at half-maximal effect; % is scaled to controls: 0 for no effect and ±100 for the full control effect
Target sequence (Q9Y253 whole entry, looked up): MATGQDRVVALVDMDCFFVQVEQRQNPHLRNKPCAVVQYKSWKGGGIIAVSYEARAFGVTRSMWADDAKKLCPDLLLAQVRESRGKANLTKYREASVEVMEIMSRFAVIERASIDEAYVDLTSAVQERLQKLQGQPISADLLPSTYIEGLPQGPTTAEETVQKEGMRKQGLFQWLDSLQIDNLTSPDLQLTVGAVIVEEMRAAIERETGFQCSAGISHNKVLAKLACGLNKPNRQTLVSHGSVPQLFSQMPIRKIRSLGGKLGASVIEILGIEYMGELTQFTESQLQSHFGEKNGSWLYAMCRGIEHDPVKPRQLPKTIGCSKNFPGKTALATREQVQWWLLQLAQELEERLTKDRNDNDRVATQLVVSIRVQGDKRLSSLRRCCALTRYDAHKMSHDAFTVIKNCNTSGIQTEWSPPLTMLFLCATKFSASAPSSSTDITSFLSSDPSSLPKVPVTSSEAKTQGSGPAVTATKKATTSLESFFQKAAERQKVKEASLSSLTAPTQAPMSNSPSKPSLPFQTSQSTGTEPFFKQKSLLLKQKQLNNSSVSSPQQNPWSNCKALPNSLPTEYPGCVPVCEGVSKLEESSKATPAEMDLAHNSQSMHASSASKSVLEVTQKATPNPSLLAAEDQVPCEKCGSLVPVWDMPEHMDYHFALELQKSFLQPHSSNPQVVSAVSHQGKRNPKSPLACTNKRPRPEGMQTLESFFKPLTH
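Fluorescent replication assay: 50 nM final substrate added after a 15 min room-temperature compound preincubation with 10 nM enzyme. Signal taken at 0 min and again at 10 min.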
Pol kappa inh – blocks human DNA polymerase kappa activity. Q9UBT6. purified Pol kappa, fluorescent DNA synthesis assay, 10 min. Potency, µM (highest dose often 107 µM), for inactives: at the highest dose activity, negative = inhibition, actives largely listed as inhibitors. actives 0.53% (n = 400,000); also: potency is read from the fitted curve at half-maximal effect; % is scaled to controls: 0 for no effect and ±100 for the full control effect
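First, compounds were pin-transferred onto 10 nM Pol kappa. After 15 min at room temperature, substrate was added to 50 nM final. Fluorescence was then measured kinetically at 0 and 10 min.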
Starred values were filed as active, the others as inactive; ? = inconclusive; · = no result given; & = joins results of further samples; [ ] = remark or other dose. Unless noted, calls follow the shape of the dose curve; as a rule, active = well fitted curve in the direction sought with a large enough effect; inconclusive = small, poorly fitted or top-dose-only effect, or another doubt; inactive = no such curve, though single readings can be large; an effect the other way counts as inactive or inconclusive.

ERG-DNA inh | LDHA inh | Pol beta inh | ALOX12 inh | Apoferritin bind | RGS4 inh | APEX1 inh | Pol eta inh | compound | Pol kappa inh
2% | -3 | 1% | -27% | -15% | -12%[56.9 µM] | -1% | 7% | O=S(=O)(Nc1cccnc1)c1ccc(Cl)cc1 | -11%
0% | 4 | 0% | 5% | -5% | 2% | 1% | -6% | CCO[C@@H]1OC(C(=O)NC2CC2)=C[C@H](c2ccc3c(c2)OCO3)[C@H]1CCCO | 1%
8% | -8 | -1% | 3% | -3% | -16% | -2% | -12% | O=C(CCCOc1ccccc1)Nc1nc2ccccc2[nH]1 | 4%
-1% | -3 | 1% | -1% | -3% | ? | 2% | -9% | CC(=O)c1ccc(N2CCN(C(=O)C3CCCN(S(=O)(=O)c4c(C)[nH]c(=O)[nH]c4=O)C3)CC2)cc1 (centres undefined) | -14%
3% | -7 | 29% | 24% | -3% | 5% | 25% | -10% | O=C(Nc1ccc(F)cc1)Nc1cccnc1 | -5%
0% | -2 | 12% | 0% | -9% | 13% | 2% | -2% | c1ccc(-c2nnc(N3CCCC3)nc2-c2ccccc2)cc1 | -22%
9% | -12 | 17% | ? | -13% | -14% | 10% | -21% | O=[N+]([O-])c1cccc(CN2CCC(Cc3ccccc3)CC2)c1 | 2%
-5% | -1 | · | 135%[activator] | · | 2% | 6% | -6% | Cc1ccc(F)cc1NC(=O)CN1C(=O)NC(C)(c2ccc3c(c2)OCCO3)C1=O (centres undefined) | -2%
1% | -8 | 0% | -10% | 7% | 22% | 0% | -12% | Nc1nc(NCCCN2CCOCC2)nc(Nc2ccccc2)c1[N+](=O)[O-] | -6%
10% | -2 | · | -22% | · | -9% | -8% | -8% | CC(C)OCCCn1c(SC(C)C(=O)NCC2CCCO2)nc2cc(Cl)ccc2c1=O (centres undefined) | 1%
-12% | -17 | 15% | ? | -6% | 16% | 1% | -8% | CCC(C)c1ccccc1OCCOCCN1CCCC1 (centres undefined) | -11%
0% | 2 | ? | -20% | 1% | ? | -2% | -18% | Fc1cccc2sc(Nc3nnc(-c4ccccc4)o3)nc12 | -6%
· | -11 | 0% | -12% | -4% | -20% | 9% | 7% | O=C(O)c1cc2ccc3ccccc3c2[nH]1 | 1%
-6% | 0 | 17% | 4% | -4% | -21% | 3% | -9% | O=C(C1CCCN(Cc2nc(-c3cccs3)no2)C1)N1CCOCC1 (centres undefined) | 8%
1% | 25 | ? | -16% | -8% | -2% | -2% | 79µM* | O=C(O)c1ccc(/C=C/c2ccc3cccc(O)c3n2)cc1 | -35%
11% | 2 | 1% | ? | -16% | -9% | -3% | -19% | O=C(NNc1ccccc1C(F)(F)F)c1cccs1 | 1%
-11% | -19 | 29% | 13µM* | -8% | -10% | -4% | -2% | CC(=O)Nc1nc(CC(C)C)cc(-c2ccco2)c1C#N | 11%
0% | -1 | 41% | 0% | -11% | -3% | 10% | -9% | CC(C)N1CCN(Cc2ccc(OC3CCCC3)cc2)CC1CCO (centres undefined) | 10%
9% | 1 | -16% | ? | -18% | 7% | 40% | -15% | NC(=O)CCn1c(C(=O)c2ccc(Cl)cc2)c2ccccc2[n+]1[O-] | 3%
-10% | -10 | 4% | 3% | 1% | 13%[11.4 µM] | -1% | 35%[activator] | CSCC[C@H](NC(=O)CCCn1nnc2ccccc2c1=O)C(=O)O | -9%
1% | -6 | 18µM* | -7% | -16% | 38%[activator] | -7% | 56µM* | CCSc1nnc(NC(=O)C2Cc3ccccc3CN2S(=O)(=O)CC)s1 (centres undefined) | -41%
83%[activator] | -2&2 | · | -11%&-22% | · | -4% | 10% | -5% | COc1ccc(C)cc1NC(=O)COC(=O)c1ccc2ccccc2n1 | ?
41%[activator] | -19 | -18% | ? | -13% | 29% | 24% | -10% | Cc1ccc2c(CN(C)Cc3cccc(F)c3)cc(=O)oc2c1C | -13%
11% | 0 | 2% | -19% | 7% | 19% | 43% | 5% | Cc1cccc(N2N=C(C(=O)O)CCC2=O)c1 | -23%
16% | -2 | 11% | -11% | 7% | 9% | -13% | 2% | O=C(NCc1ccc(F)cc1)C1CCN(C(=O)Nc2ccc(F)cc2)CC1 | -17%
4% | -5 | 17% | -20% | -7% | -24% | -1% | -15% | O=C(COc1ccc2ccccc2c1Br)NC(=S)Nc1cccc(CO)c1 | -4%
-3% | -8 | -17% | 3% | 46%[activator] | 27% | -3% | 7% | O=C(N/N=C/c1cn(-c2ccccc2)nc1-c1cc2ccccc2o1)c1c[nH]c2ccccc12 | 0%
-4% | -12 | 41%[activator] | -22% | -13% | 3% | · | -7% | CCc1ccc(NC(=O)N2CCN(C(=O)c3nsc4ccccc34)CC2)cc1 | -8%[60.1 µM]
10% | 0 | 29% | 20% | 4% | 9% | 1% | -23% | CCOC(=O)c1cc(S(=O)(=O)N2CC(C)CC(C)C2)cn1C (centres undefined) | 2%
3% | -4 | -17% | -11% | -10% | -20% | -5% | 2% | O=S(=O)(NCc1cc(-c2ccc(Cl)cc2)no1)c1ccccc1 | -28%
7% | -1 | 16% | 0% | -7% | -20% | 0% | 1% | O=C(CC1Oc2ccccc2NC1=O)NCc1ccc(Cl)cc1 (centres undefined) | 12%
15% | -8 | 0% | -1% | -7% | ? | 3% | 11% | COC(=O)Cn1cc(C(=O)OC)c2ccccc21 | -8%
-8% | -3 | 3% | -10% | 7% | -8% | -3% | -3% | Cc1cc(=O)c(C(=O)O)nn1-c1ccc(Cl)cc1 | 7%
-3% | -4 | -1% | -1% | -22% | -7% | -1% | -8% | COc1cc(C(=O)NCCC2=CCCCC2)ccc1OC1CCN(C(C)=O)CC1 | -13%
1% | -8 | 51% | -14% | 0% | -1% | -7% | 8% | Cc1c(F)cccc1NS(=O)(=O)c1ccc(OCCNS(C)(=O)=O)cc1 | -8%
11% | -5 | -1% | -10% | -4% | 4% | -11% | -18% | CC1CCN(CCCNS(=O)(=O)c2cc(Br)cc3c2N(C(=O)C2CC2)CC3)CC1 | -1%
3% | -5 | 1% | ? | -15% | 6% | -4% | -18% | Cc1nn(Cc2ccc(C(=O)Nc3nc4c(C)cccc4s3)o2)c(C)c1Br | -16%
6% | -4 | · | 9% | · | 1% | -3% | -13% | CCc1nc2ccccc2c(C(=O)OCC(=O)N2CC(C)OC(C)C2)c1C (centres undefined) | -4%
3% | -1 | -22% | -15% | -14% | 3% | 3% | -12% | Cc1cc([N+](=O)[O-])ccc1NC(=O)C(C)N1CCN(c2ccccn2)CC1 (centres undefined) | -2%
-7% | 1 | · | -5% | · | 2% | -5% | -15% | O=C(COc1ccccc1F)NCCc1ccc2c(c1)OCCO2 | 6%
3% | -1 | 17% | -11% | -1% | -34% | · | -8% | Cn1c(=O)c2sccc2n2c(CCC(=O)NCc3ccc(Cl)cc3)nnc12 | -11%
11% | -6 | · | -19% | · | -8% | -9% | -15% | COc1ccc(N(C)S(=O)(=O)c2cccc(C(=O)OC(C)C(=O)NC3CCCCC3C)c2)cc1 (centres undefined) | -9%
1% | -4 | 2% | -7% | 5% | -6% | ? | ? | Cc1csc2ncc(C(=O)NCc3ccco3)c(=O)n12 | -21%
-12%&5% | -7&-15 | 19%&22% | -1%&-30% | -5%&0% | -4%&1% | 40% | -5%&-5% | COc1ccccc1CCNC(=O)CCn1c(=O)c2cccn2c2ccc(F)cc21 | 5%&5%
5% | -6 | -1% | -8% | -9% | -11% | · | -9% | COc1cccc(CN2c3ccccc3-c3nc(SCC(=O)Nc4cccc(C)c4)ncc3S2(=O)=O)c1 | -26%
· | 1 | 8% | -7% | -23% | -2% | 1% | -9% | Cc1cn(C(=O)C(C)N2C(=O)c3ccccc3C2=O)c(C)n1 (centres undefined) | 2%[60.1 µM]
-8% | 2 | 17% | 0% | -12% | -2% | 22% | -15% | O=C(CNC1CCCCC1)Nc1ccc(Cl)cc1 | 7%
2% | 0 | 28% | -18% | -19% | 8% | 1% | -3% | CN(C)S(=O)(=O)c1ccc2oc(SCC(=O)NCC(F)(F)F)nc2c1 | -24%
4% | -8 | 0% | 1% | 14% | -35% | -3% | ? | CCCC(=O)Nc1ccc(-c2ccc(NC(=O)CCC)cc2)cc1 | -7%
17% | 1 | · | -5% | · | 8% | 10% | -5% | Cc1cc(NC(=O)CSCC(=O)N2CCN(c3ccccc3)CC2)no1 | -12%
4% | -3 | 18% | 16% | -15% | -8% | -10% | -14% | Cc1cc(N)ccc1-c1cc2ccccc2oc1=O | -6%
3% | -10 | 46% | -20% | 6% | 15% | · | · | CCOC(=O)c1c(NC(C)=O)c2c3c(sc2n1Cc1nc(-c2ccc(Cl)cc2)oc1C)CCCC3 | 6%

2 entries from above in another layout.
ERG-DNA inh	LDHA inh	Pol beta inh	ALOX12 inh	Apoferritin bind	RGS4 inh	APEX1 inh	Pol eta inh	Pol kappa inh	smiles
·	1	8%	-7%	-23%	-2%	1%	-9%	2%[60.1 µM]	Cc1cn(C(=O)C(C)N2C(=O)c3ccccc3C2=O)c(C)n1 (centres undefined)
-8%	2	17%	0%	-12%	-2%	22%	-15%	7%	O=C(CNC1CCCCC1)Nc1ccc(Cl)cc1

An excerpt, so the mix of outcomes need not match the whole.
